EZH2 inh = inhibitors of human EZH2/PRC2 methyltransferase. 57,000 tested, 0.35% active. inhibition, % at 12.5 µM. Q15910. PRC2 H3K27 methylation, DELFIA TRF, 1 h;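 active = mean inhibition of replicates at least 50% and every single replicate also reaching 50%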;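 note: dimethyl H3K27 on biotinylated H3 21-44 peptide detected by antibody; plate controls were median neutral control wells for no effect and median positive control wells for full effect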
IDH1 mut inh = blocks human IDH1 R132H reductase activity. O75874. diaphorase/resazurin fluorescence, 60 min. inhibition, % at 10 µM. 70,000 tested, 0.18% active. AID 624101; in the data active = inhibition above about 34%;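 note: 0% = DMSO and 100% = no enzyme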
Target sequence (O75874 whole entry R132H): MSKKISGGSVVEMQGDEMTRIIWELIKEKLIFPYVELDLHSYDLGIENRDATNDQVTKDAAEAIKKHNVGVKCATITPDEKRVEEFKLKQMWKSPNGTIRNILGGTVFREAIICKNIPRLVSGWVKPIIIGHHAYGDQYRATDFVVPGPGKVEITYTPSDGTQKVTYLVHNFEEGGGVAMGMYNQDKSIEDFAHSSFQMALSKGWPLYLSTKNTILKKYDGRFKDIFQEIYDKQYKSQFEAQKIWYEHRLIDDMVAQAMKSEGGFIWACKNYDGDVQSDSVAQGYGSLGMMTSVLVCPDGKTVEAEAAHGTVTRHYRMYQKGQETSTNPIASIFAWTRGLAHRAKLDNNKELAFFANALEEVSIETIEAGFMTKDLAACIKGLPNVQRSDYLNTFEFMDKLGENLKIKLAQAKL
* marks the source's active call; other numbers are inactive results; / = not tested or not shown.

SMILES	EZH2 inh	IDH1 mut inh
C[C@H](CO)N1C[C@H](C)[C@H](CN(C)Cc2ccccc2)OCCCC[C@H](C)Oc2ccc(NC(=O)CCCN(C)C)cc2C1=O	-11	2.9
CC(C)NC(=O)N(C)C[C@H]1Oc2ccc(NC(=O)Nc3ccc4c(c3)OCO4)cc2CC(=O)N([C@H](C)CO)C[C@H]1C	/	1.0
COc1ccc(S(=O)(=O)N(C)C[C@H]2Oc3ccc(NS(=O)(=O)c4ccc(F)cc4)cc3C(=O)N([C@@H](C)CO)C[C@H]2C)cc1	/	-0.2
C[C@@H]1CC[C@]2(C(=O)OC3OC(COC4OC(CO)C(O[C@@H]5O[C@@H](C)[C@H](O)[C@@H](O)[C@H]5O)C(O)C4O)C(O)C(O)C3O)CC[C@]3(C)C(=CCC4[C@@]5(C)CC[C@@H](O)[C@](C)(C(=O)O)C5CC[C@]43C)C2[C@H]1C (some centres undefined)	/	0.6
COCC#Cc1ccc2c(c1)O[C@H](CN(C)Cc1ccc(F)cc1)[C@@H](C)CN([C@H](C)CO)S2(=O)=O	18	0.6
C[C@H](CO)N1C[C@H](C)[C@H](CN(C)C(=O)Nc2ccc3c(c2)OCO3)OCc2ccccc2-c2c(n(C)c3ccccc23)C1=O	-7	-1.5
Cc1ccc(S(=O)(=O)N[C@@H]2CC[C@@H](CCNC(=O)c3ccc4c(c3)OCO4)O[C@H]2CO)cc1	-5	-0.4
O=C(/C=C/c1ccc(OCCc2cccs2)cc1)NO	-1	/
Cc1sc(NC(=O)c2cc(-c3ccccn3)nc3ccccc23)c(C(=O)NC2CCCCC2)c1C	-1	0.4
CCC(Sc1nnc2c(n1)[nH]c1ccccc12)C(=O)Nc1cccc2ccccc12 (centres undefined)	5	0.0
C=CC1(C)C=C2CCC3C(C)(C)C(O[C@@H]4O[C@@H](CO)[C@H](O)[C@H]4O)CCC3(C)C2CC1O[C@@H]1O[C@H](CO)[C@@H](O)[C@H](O)[C@H]1O (some centres undefined)	/	3.0
C[C@H]1CN([C@@H](C)CO)C(=O)c2cc(C#CC3(O)CCCC3)cnc2O[C@H]1CN(C)S(=O)(=O)c1ccc(F)cc1	5	-1.0
C[C@@H]1CN([C@H](C)CO)C(=O)Cc2cc(NC(=O)Cc3ccccc3)ccc2O[C@H]1CN(C)S(C)(=O)=O	-3	-6.5
CCOC(=O)c1c(NC(=O)C(C)N2C(=O)c3ccccc3C2=O)sc2c1CCC(C)C2 (centres undefined)	3	0.0
C=C1CCC2C(C)(CO)CCCC2(C)C1CC/C(C)=C/C(=O)O (centres undefined)	14	0.3
CN(C)CC(=O)Nc1ccc2c(c1)[C@@H]1C[C@@H](CC(=O)NCc3ccccc3F)O[C@@H](CO)[C@@H]1O2	18	0.3
C[C@H](NC(=O)C[C@H]1C[C@H]2c3cc(NC(=O)NC4CCCC4)ccc3O[C@H]2[C@H](CO)O1)c1ccccc1	-7	-0.1
C[C@H](O)C#Cc1cnc2c(c1)C(=O)N([C@H](C)CO)C[C@H](C)[C@@H](CN(C)C(=O)c1ccncc1)O2	-2	/
CCCN(C)C[C@@H]1OCCCC[C@@H](C)Oc2ccc(NC(=O)NC(C)C)cc2C(=O)N([C@@H](C)CO)C[C@@H]1C	-13	1.2
CO[C@H]1CN(C)C(=O)c2cc(NC(=O)c3nc4ccccc4s3)ccc2OC[C@H](C)N(Cc2cncnc2)C[C@@H]1C	4	-0.4
C[C@@H]1CCCCO[C@@H](CN(C)Cc2ccc(C(=O)O)cc2)[C@H](C)CN([C@H](C)CO)C(=O)c2cc(NS(=O)(=O)c3ccccc3)ccc2O1	/	5.9
NC[C@@H]1O[C@H](c2ccccc2)Cc2c1ccc(O)c2O	12	6.7
CO[C@H]1CN(C)C(=O)c2cc(NS(=O)(=O)c3c(C)noc3C)ccc2OC[C@H](C)NC[C@H]1C	10	-0.1
C[C@H](CO)N1C[C@H](C)[C@@H](CN(C)C(=O)NC2CCCC2)OCc2cn(nn2)CCCC1=O	/	4.8
CO[C@H]1CN(C)C(=O)c2ccc(NS(C)(=O)=O)cc2OC[C@@H](C)N(C(=O)CN(C)C)C[C@@H]1C	-3	-0.2
CC(C)CC#Cc1cnc2c(c1)C(=O)N([C@@H](C)CO)C[C@H](C)[C@@H](CN(C)C(=O)C1CCOCC1)O2	0	-0.1
COCC#Cc1ccc2c(c1)O[C@H](CN(C)S(=O)(=O)c1ccc(F)cc1)[C@@H](C)CN([C@H](C)CO)S2(=O)=O	4	-6.4
Cc1noc(C)c1NC(=O)N(C)C[C@@H]1Oc2ncc(C#CC3CCCCC3)cc2C(=O)N([C@H](C)CO)C[C@H]1C	-18	/
Cc1noc(C)c1NC(=O)Nc1ccc2c(c1)C(=O)N([C@H](C)CO)C[C@@H](C)[C@H](CN(C)C(=O)Nc1c(C)noc1C)OCCCC[C@@H](C)O2	/	-2.1
C[C@@H]1CN([C@H](C)CO)C(=O)c2cc(NC(=O)C3CC3)ccc2O[C@H]1CN(C)Cc1ccc(C(F)(F)F)cc1	-6	0.7
COc1ccc(S(=O)(=O)N(C)C[C@@H]2Oc3c(NS(=O)(=O)c4cn(C)cn4)cccc3C(=O)N([C@@H](C)CO)C[C@H]2C)cc1	/	-1.2
C[C@@H]1CCCCO[C@@H](CN(C)Cc2ccc3c(c2)OCO3)[C@H](C)CN([C@@H](C)CO)C(=O)c2cc(NC(=O)Nc3ccc(F)cc3)ccc2O1	/	6.5
Cc1noc(C)c1NC(=O)N(C)C[C@H]1OCCCC[C@@H](C)Oc2ccc(NS(=O)(=O)c3ccc(F)cc3)cc2C(=O)N([C@H](C)CO)C[C@@H]1C	/	2.2
CC(C)NC(=O)N(C)C[C@H]1Oc2ccc(NC(=O)Nc3ccc(C(F)(F)F)cc3)cc2CC(=O)N([C@@H](C)CO)C[C@H]1C	-7	4.4
COCC(=O)N(C)C[C@@H]1Oc2cc(-c3ccc(F)cc3)ccc2S(=O)(=O)N([C@@H](C)CO)C[C@@H]1C	/	-0.7
COc1cc2c(cc1NC(=O)CCCN1C(=O)c3ccccc3C1=O)oc1ccccc12	14	-0.1
COc1cccc(S(=O)(=O)N[C@H]2CC[C@H](CCn3cc(-c4ccccc4)nn3)O[C@H]2CO)c1	-6	-0.4
CCC(=O)N(C)C[C@@H]1Oc2cc(-c3cccnc3)ccc2S(=O)(=O)N([C@@H](C)CO)C[C@@H]1C	17	-2.8
CCC(=O)N1C[C@H](C)[C@@H](OC)CN(C)C(=O)c2cc(NC(=O)Nc3cccc(F)c3)ccc2OC[C@@H]1C	-6	0.1
Cc1noc(C)c1S(=O)(=O)Nc1ccc2c(c1)C(=O)N([C@@H](C)CO)C[C@@H](C)[C@@H](CN(C)CC1CCCCC1)OCCCC[C@@H](C)O2	/	3.2

As a working copy, part of the list above.
SMILES	EZH2 inh	IDH1 mut inh
Cc1noc(C)c1NC(=O)N(C)C[C@@H]1Oc2ncc(C#CC3CCCCC3)cc2C(=O)N([C@H](C)CO)C[C@H]1C	-18	/
Cc1noc(C)c1NC(=O)Nc1ccc2c(c1)C(=O)N([C@H](C)CO)C[C@@H](C)[C@H](CN(C)C(=O)Nc1c(C)noc1C)OCCCC[C@@H](C)O2	/	-2.1
C[C@@H]1CN([C@H](C)CO)C(=O)c2cc(NC(=O)C3CC3)ccc2O[C@H]1CN(C)Cc1ccc(C(F)(F)F)cc1	-6	0.7
COc1ccc(S(=O)(=O)N(C)C[C@@H]2Oc3c(NS(=O)(=O)c4cn(C)cn4)cccc3C(=O)N([C@@H](C)CO)C[C@H]2C)cc1	/	-1.2
C[C@@H]1CCCCO[C@@H](CN(C)Cc2ccc3c(c2)OCO3)[C@H](C)CN([C@@H](C)CO)C(=O)c2cc(NC(=O)Nc3ccc(F)cc3)ccc2O1	/	6.5
Cc1noc(C)c1NC(=O)N(C)C[C@H]1OCCCC[C@@H](C)Oc2ccc(NS(=O)(=O)c3ccc(F)cc3)cc2C(=O)N([C@H](C)CO)C[C@@H]1C	/	2.2
CC(C)NC(=O)N(C)C[C@H]1Oc2ccc(NC(=O)Nc3ccc(C(F)(F)F)cc3)cc2CC(=O)N([C@@H](C)CO)C[C@H]1C	-7	4.4
COCC(=O)N(C)C[C@@H]1Oc2cc(-c3ccc(F)cc3)ccc2S(=O)(=O)N([C@@H](C)CO)C[C@@H]1C	/	-0.7
COc1cc2c(cc1NC(=O)CCCN1C(=O)c3ccccc3C1=O)oc1ccccc12	14	-0.1
COc1cccc(S(=O)(=O)N[C@H]2CC[C@H](CCn3cc(-c4ccccc4)nn3)O[C@H]2CO)c1	-6	-0.4

Continued.
SMILES	EZH2 inh	IDH1 mut inh
CNC[C@H]1Oc2ccc(NC(=O)Nc3c(C)noc3C)cc2CC(=O)N([C@@H](C)CO)C[C@H]1C	-5	0.7
C[C@@H]1CN([C@@H](C)CO)S(=O)(=O)c2ccc(C#Cc3ccc(F)cc3)cc2O[C@@H]1CN(C)S(=O)(=O)c1cn(C)cn1	/	0.0
Cc1ccc(S(=O)(=O)Nc2cccc3c2O[C@H](CN(C)S(=O)(=O)c2c(C)noc2C)[C@@H](C)CN([C@H](C)CO)C3=O)cc1	/	1.2
C[C@@H]1CN([C@H](C)CO)C(=O)c2cc(C3=CCCC3)cnc2O[C@H]1CN(C)C(=O)C1CCCCC1	/	-0.2
CC[C@@H]1Cn2c(c3nc(-c4ccccc4)nc-3n(C)c2=O)N1	-1	-0.3
COc1ccc(NC(=O)N(C)C[C@H]2Oc3c(NS(=O)(=O)c4cn(C)cn4)cccc3C(=O)N([C@@H](C)CO)C[C@@H]2C)cc1	/	1.3
CC(=O)N(C)C[C@H]1Oc2ncc(-c3cccc(F)c3)cc2C(=O)N([C@H](C)CO)C[C@H]1C	8	-1.3
COc1ccc(C#Cc2ccc3c(c2)[C@]2(C(=O)N3)[C@H](c3ccc(O)cc3)N3[C@H](c4ccccc4)[C@H](c4ccccc4)OC(=O)[C@H]3[C@@H]2C(=O)N2CCc3cc(OC)c(OC)cc3C2)cc1	-7	0.1
CN(C)CC(=O)Nc1ccc2c(c1)[C@@H]1C[C@H](CC(=O)NCc3ccncc3)O[C@H](CO)[C@@H]1O2	0	-1.5
C[C@H](CO)N1C[C@H](C)[C@H](CN(C)C(=O)Nc2ccccc2)Oc2c(NC(=O)C3CCOCC3)cccc2C1=O	-2	-0.5
Cn1cc(C(=O)OCC2CCN(CCNS(C)(=O)=O)CC2)c2ccccc21	-5	-3.8
CC(C)NC(=O)N(C)C[C@@H]1OCCCC[C@H](C)Oc2ccc(NC(=O)Cc3ccccc3)cc2C(=O)N([C@H](C)CO)C[C@H]1C	-23	0.4
C/C=C/c1cnc2c(c1)C(=O)N([C@H](C)CO)C[C@H](C)[C@@H](CN(C)C(=O)Nc1ccccc1F)O2	13	10
Cc1cc(C(=O)Nc2cccc3c2O[C@@H](CN(C)C(=O)Nc2cccc4ccccc24)[C@H](C)CN([C@H](C)CO)C3=O)n(C)n1	1	/
CO[C@H]1CN(C)C(=O)c2cc(NC(C)=O)ccc2OC[C@@H](C)NC[C@@H]1C	-5	0.5
CNC[C@H]1Oc2ncc(-c3ccc(OC)cc3)cc2C(=O)N([C@H](C)CO)C[C@H]1C	-26	1.1
O=C(Nc1ccc2c(c1)[C@H]1C[C@@H](CC(=O)N3CCCCC3)O[C@H](CO)[C@H]1O2)C1CCOCC1	-4	-0.5
O=C(C[C@@H]1CC[C@@H](NC(=O)c2ccncc2)[C@H](CO)O1)NCC1CCCCC1	14	0.2
Cc1noc(C)c1S(=O)(=O)Nc1ccc2c(c1)CC(=O)N([C@@H](C)CO)C[C@H](C)[C@@H](CN(C)C(=O)Nc1ccc(C(F)(F)F)cc1)O2	/	0.9
O=C(C[C@@H]1CC[C@H](NC(=O)C2CCC2)[C@H](CO)O1)NCCCN1CCOCC1	-9	0.3
CCS(=O)(=O)Nc1ccc2c(c1)C(=O)N(C)C[C@@H](OC)[C@@H](C)CN[C@H](C)CO2	-3	0.4
O=C(Cc1ccncc1)N[C@H]1CC[C@H](CCn2cc(-c3ccccc3F)nn2)O[C@H]1CO	1	-0.7
CCCNC(=O)N(C)C[C@H]1Oc2ncc(C#CC(C)C)cc2C(=O)N([C@@H](C)CO)C[C@@H]1C	-1	-0.2
O=C(Nc1ccccc1)N[C@H]1CC[C@H](CCn2cc(C3(O)CCCC3)nn2)O[C@@H]1CO	1	-0.2
C[C@H](CO)N1C[C@H](C)[C@@H](CN(C)CC2CCCCC2)Oc2c(NC(=O)Nc3cccc4ccccc34)cccc2C1=O	/	-0.1
Cc1ccc(S(=O)(=O)Nc2ccc3c(c2)C(=O)N([C@H](C)CO)C[C@H](C)[C@H](CN(C)S(=O)(=O)c2cn(C)cn2)O3)cc1	/	-0.3
Cc1nc2ccccc2n1CC(=O)NCCN1CCCC1	/	-0.7
CC(C)NC(=O)N(C)C[C@H]1Oc2ncc(-c3ccccc3F)cc2C(=O)N([C@@H](C)CO)C[C@@H]1C	0	/
C[C@@H]1CN([C@H](C)CO)C(=O)c2cccc(NC(=O)C3CCOCC3)c2O[C@@H]1CN(C)Cc1ccc(C(=O)O)cc1	-3	0.5
Cc1ccc(S(=O)(=O)N(C)C[C@@H]2Oc3ccc(NC(=O)NC(C)C)cc3CC(=O)N([C@H](C)CO)C[C@H]2C)cc1	-2	-1.2
Cc1ccc(S(=O)(=O)N[C@@H]2CC[C@@H](CC(=O)NCCCN(C)C)O[C@@H]2CO)cc1	8	-0.1
O=C(Nc1ccccc1)N[C@H]1CC[C@@H](CCNS(=O)(=O)c2ccccc2F)O[C@@H]1CO	28	-0.1
C[C@@H]1CN([C@H](C)CO)C(=O)c2cc(NS(=O)(=O)c3ccccc3)ccc2O[C@H]1CN(C)C	8	0.3
COCC#Cc1cnc2c(c1)C(=O)N([C@H](C)CO)C[C@@H](C)[C@H](CN(C)C(C)=O)O2	-2	-3.6

High-throughput results from PubChem BioAssay.

The list is partial; count on the stated rates, not on these rows.
